High-throughput results from PubChem BioAssay.
Pol eta inh: inhibitors of human DNA polymerase eta | Q9Y253 | recombinant Pol eta, fluorescent DNA replication assay | Potency, µM (top dose mostly 114 µM), without a hit: top-dose activity change, negative = inhibition, most hits filed as inhibitors | 1.2% of 390,000 active; further: potency means the concentration at half of the fitted maximal effect; on the % scale 0 is the no-effect control and ±100 the full control effect
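Pol eta at 10 nM preincubated with compounds 15 min at room temperature; reaction started with fluorescent substrate (50 nM final) and read kinetically at 0 and 10 min.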
Tb PGK inh: T. brucei PGK inhibition | PGK/GAPDH coupled, Kinase-Glo luminescence, 60 min | AID 602233 | Potency, µM (series often up to 57.5 µM), without a hit: top-dose activity change, negative = inhibition, most hits filed as inhibitors | 0.043% of 380,000 active | P07378; further: potency means the concentration at half of the fitted maximal effect; on the % scale 0 is the no-effect control and ±100 the full control effect; nearly all actives have a fitted effect of over 60% in size
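Luminescent ATP detection (Kinase-Glo Plus) follows a 60-minute room-temperature incubation, with wells lacking PGK as controls. Buffer: 100 mM TEA (pH 7.6), 5 mM MgCl2, 0.01% Tween-20. Coupling enzyme GAPDH (100 nM final) supplies unstable 1,3-BPG in-well.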
RXFP1 antag: blocks the human relaxin receptor RXFP1; Q9HBX9; HEK293-RXFP1, relaxin-stimulated cAMP HTRF, 30 min; stronger effect = lower value; activity change, negative = inhibition, % at 57.5 µM; 0.59% of 350,000 active;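 active means activity change of -60% or lower, but not beyond a set lower limit; inconclusive means change between -60% and -40%, or beyond the set limit; inactive means change above -40%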; further: on the % scale 0 is the no-effect control and ±100 the full control effect
POLK inh: DNA polymerase kappa (human) inhibition; Potency, µM (top dose mostly 107 µM), inactives show top-dose activity, negative = inhibition, most hits filed as inhibitors; AID 588579; 0.53% of 400,000 active; purified Pol kappa, fluorescent DNA synthesis assay, 10 min; further: potency means the concentration at half of the fitted maximal effect; on the % scale 0 is the no-effect control and ±100 the full control effect
Target sequence (Q9UBT6 whole entry, looked up): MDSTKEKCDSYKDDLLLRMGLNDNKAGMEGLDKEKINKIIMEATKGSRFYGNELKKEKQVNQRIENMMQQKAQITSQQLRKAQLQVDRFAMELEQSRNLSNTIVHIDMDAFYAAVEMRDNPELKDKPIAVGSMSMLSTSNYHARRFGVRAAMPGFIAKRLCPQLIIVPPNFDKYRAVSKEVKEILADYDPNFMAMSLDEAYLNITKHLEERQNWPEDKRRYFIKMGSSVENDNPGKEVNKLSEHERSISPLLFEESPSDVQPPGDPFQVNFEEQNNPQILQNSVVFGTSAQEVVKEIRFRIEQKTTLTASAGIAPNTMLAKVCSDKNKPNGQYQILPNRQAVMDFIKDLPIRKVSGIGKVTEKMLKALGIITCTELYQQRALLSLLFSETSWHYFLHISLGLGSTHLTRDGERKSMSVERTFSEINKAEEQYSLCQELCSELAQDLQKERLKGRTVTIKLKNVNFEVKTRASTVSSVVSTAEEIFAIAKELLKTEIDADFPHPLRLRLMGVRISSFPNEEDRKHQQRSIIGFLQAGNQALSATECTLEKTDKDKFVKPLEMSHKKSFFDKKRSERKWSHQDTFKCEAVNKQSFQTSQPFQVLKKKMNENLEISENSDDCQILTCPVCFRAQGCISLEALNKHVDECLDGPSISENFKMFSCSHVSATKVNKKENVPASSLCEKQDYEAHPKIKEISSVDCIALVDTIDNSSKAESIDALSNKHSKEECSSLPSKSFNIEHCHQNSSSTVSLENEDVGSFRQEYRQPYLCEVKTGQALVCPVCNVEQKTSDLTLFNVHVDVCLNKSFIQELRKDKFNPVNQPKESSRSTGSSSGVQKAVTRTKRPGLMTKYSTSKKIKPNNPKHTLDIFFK
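First, compounds were pin-transferred onto 10 nM Pol kappa. After 15 min at room temperature, substrate was added to 50 nM final. Fluorescence was then measured kinetically at 0 and 10 min.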
Apoferritin bind: candidate novel general anesthetic via apoferritin binding; P02791; Potency, µM (titrated, usually from 77.5 µM), without a hit: at the highest dose activity change, negative = displacement, usual class: inhibitors; 0.074% of 350,000 active; apoferritin/1-aminoanthracene competitive binding, fluorescence; further: potency means the concentration at half of the fitted maximal effect; on the % scale 0 is the no-effect control and ±100 the full control effect; nearly all actives have a fitted effect of over 20% in size
Target sequence (P02791 2-175 limits assumed): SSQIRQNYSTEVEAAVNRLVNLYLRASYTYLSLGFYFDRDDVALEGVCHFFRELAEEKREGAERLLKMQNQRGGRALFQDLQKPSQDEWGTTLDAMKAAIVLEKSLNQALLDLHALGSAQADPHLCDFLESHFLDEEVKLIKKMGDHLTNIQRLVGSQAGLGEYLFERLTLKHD
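Apoferritin-based anesthetic binding model; compound displacement of fluorescent 1-AMA measured as endpoint fluorescence after 10 minutes at room temperature, scaled to free-ligand and complex controls.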
APEX1 inh: APE1 (human) endonuclease inhibition; recombinant APE1, TAMRA/BHQ-2 abasic DNA cleavage fluorescence; Potency, µM (highest dose often 65.8 µM), for the others: top-dose activity change, negative = inhibition, most hits filed as inhibitors; 0.35% of 350,000 active;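 further: potency means the concentration at half of the fitted maximal effect; plate controls were vehicle for no effect and reference inhibitor for full effect; nearly all actives have a fitted effect of over 55% in size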
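APE1 at 0.75 nM preincubated 15 min at room temperature with compound. Reaction then started with 50 nM double-stranded THF-abasic substrate labelled with TAMRA/BHQ-2, and 525/598 nm fluorescence read kinetically. Activity taken as third-minus-first read difference, normalized to DMSO and NSC13755 controls.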
POLB inh: blocks human DNA polymerase beta activity. Pol beta primer extension/strand displacement, fluorescence kinetic. 1.3% of 340,000 active. P06746. Potency, µM (doses to about 114 µM), for the others: top-dose activity change, negative = inhibition, most hits filed as inhibitors; further: potency means the concentration at half of the fitted maximal effect; on the % scale 0 is the no-effect control and ±100 the full control effect
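Pol beta (10 nM) was preincubated with compound for 15 min at room temperature. The reaction was then started with 50 nM substrate and read immediately and after a further 10 min at room temperature.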
Pol iota inh: DNA polymerase iota (human) inhibition; Potency, µM (highest dose often 115 µM), without a hit: at the highest dose activity, negative = inhibition, hits mostly inhibitors; 1% of 390,000 active; Pol iota fluorescent replication assay, 10 min; further: potency means the concentration at half of the fitted maximal effect
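Fluorescent replication assay read twice, at 0 min and 10 min after adding 50 nM (final) substrate. Enzyme (10 nM) and compounds were first incubated 15 min at room temperature; enzyme-free buffer wells were negative controls.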
BLM inh: blocks DNA unwinding by human BLM helicase; recombinant BLM DNA unwinding, fluorescence dequenching; 0.2% of 350,000 active; P54132; AID 2528; Potency, µM (top dose mostly 56.1 µM), inactives show at the highest dose activity change, negative = inhibition, actives largely listed as inhibitors;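 further: potency means the concentration at half of the fitted maximal effect; plate controls were vehicle for no effect and no enzyme for full effect; nearly all actives have a fitted effect of over 35% in size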
Starred values were filed as active, the others as inactive; i = inactive; ? = inconclusive; . = no result given; & = joins results of further samples; [ ] = another dose, or the depositor's remark. Unless noted, the call rests on the fitted dose curve; in most records, active means well fitted curve in the direction sought with a large enough effect; inconclusive means small, poorly fitted or top-dose-only effect, or another doubt; inactive means no such curve, though single readings can be large; an effect the other way counts as inactive or inconclusive. Not all compounds are listed; rates above refer to the full screens.

SMILES | RXFP1 antag | Pol eta inh | BLM inh | Tb PGK inh | POLB inh | APEX1 inh | Pol iota inh | Apoferritin bind | POLK inh
COc1ccc(-c2nc(-n3c(C)c(C(C)=O)c(C(C)=O)c3C)sc2C)cc1OC | 2 | -10% | -4% | 3% | -27% | 15% | 14% | -14% | -14%
CN(C)S(=O)(=O)c1ccc(N2CCCC2)c(C(=O)Nc2ccc(Br)cc2F)c1 | -8 | -17% | . | 4% | . | -15% | 12% | . | -9%
CC(=O)c1ccccc1NC(=O)Cn1c(=O)cnc2ccccc21 | -9 | -13% | -2% | -6% | 38% | 0% | 44%[activator] | -7% | -2%
O=C(c1ccc(CNS(=O)(=O)c2ccc(Br)cc2)cc1)N1CCCC1 | 6 | -10% | -5% | 6% | 3% | ? | 8% | -6% | -14%
Cc1ccc(Cn2c3ccccc3c3cnn(CC(=O)Nc4cc(Cl)ccc4C)c(=O)c32)cc1 | -4 | . | -2% | . | -12% | . | 3% | -16% | -4%
CCCOC(=O)c1cccc(NC(=O)CSc2nnc3cc(C)c4ccccc4n23)c1 | 4 | -12% | -3% | i | 5% | . | 8% | 38%[activator] | -10%
CC(C)NC(=O)CSc1nnc(-c2ccc3ncccc3c2)n1C | 0 | -5% | -1% | i | -15% | 4% | ? | -4% | -1%
CC(C)N(Cc1nnc(-c2ccc(Cl)cc2)o1)C(=O)C1=COCCO1 | -1 | -25% | . | 7% | . | 19% | 35%[activator] | . | -8%
O=C(NCc1ccc(Cl)cc1)C(=O)Nc1cccc(Br)c1 | -3 | -4% | 3% | 8% | -1% | . | -20% | -15% | -18%
O=C(N/N=C\c1ccc(Cl)s1)C1COc2ccccc2O1 (stereo not drawn) | -5 | -6% | -14% | 0% | -30% | -5% | 0% | -9% | -9%
N#Cc1ccc(C23CC4(C2)[C@H](CN(Cc2ccc(-c5ccccc5)cc2)[C@@H]4c2ccccc2)C3c2ccc(Cl)nc2)cc1 (stereo partly drawn) | . | -8% | -7%&-6% | -2% | 9% | -3%&14% | 25% | 2%&7% | -5%
N#Cc1cn(CC(=O)NCCc2c[nH]c3ccccc23)c2ccccc12 | -9 | -4% | -1% | -4% | -27% | 2% | 3% | 2% | -5%
COc1ccc(-c2cc(C(=O)NCCc3ccccc3)c3cc(C(C)C)ccc3n2)cc1 | -9 | -12% | -2% | 9% | 25% | . | 15% | 0% | -4%[60.1 µM]
Cc1ccc(NC(=O)COC(=O)COc2ccc(Cl)cc2)c([N+](=O)[O-])c1 | -2 | -20% | -9% | i | 31% | -5% | -7% | ? | -22%
O=C(CNC(=O)c1cccs1)NCC(=O)OCc1ccc(Cl)cc1 | 5 | 2% | -5% | -5% | 23% | -4% | 18% | -14% | -5%[60.1 µM]
CC1=NN(C(=O)CCc2ccccc2O)C(O)(C(F)(F)F)C1 (stereo not drawn) | -3 | -10% | 3% | -8% | 10% | 1% | 2% | -3% | -11%
CCN1CCN(C(=O)c2cc3c(=O)n(C)c4ccccc4c3n2C)CC1 | 4 | -10% | 6% | 4% | 1% | -6% | 17% | -6% | -7%
O=C(COC(=O)C12CC3CC(CC(O)(C3)C1)C2)Nc1ccc(OC(F)F)cc1 | 4 | -9% | . | 1% | . | -15% | 7% | . | -20%
CCOc1ccc(S(=O)(=O)N2CCN(C(=O)c3ccc(-n4cncn4)c([N+](=O)[O-])c3)CC2)cc1 | -14 | -16% | . | 0% | . | 12% | 8% | . | -13%
Cc1ccc(C)c2c1c1ccccc1n2C | -9 | -23% | 0% | 0% | 1% | -4% | 43%[activator] | -9% | -8%
CC(=O)Nc1ccc(S(=O)(=O)N(C)CC(=O)Nc2ccc(Br)cc2F)cc1 | 9 | 3% | . | -5% | . | 6% | -3% | . | -14%
COc1ccc(NC(=O)c2cn(CCC#N)nc2-c2cccs2)cc1 | -11 | -19% | 1% | -9% | 1% | -1% | -5% | -7% | 5%
CC(OC(=O)/C=C/c1ccccc1)C(=O)Nc1ccc2c(c1)OCCO2 (stereo not drawn) | -2 | ? | . | -7% | . | -7% | -13% | . | -3%
O=C(Cn1c(=O)oc2cc(S(=O)(=O)N3CCCCC3)ccc21)NCc1ccc(F)cc1 | . | -8% | -5% | 9% | 15% | . | -2% | -24% | -11%
O=C(c1cc2ccc3cccnc3c2[nH]1)N1CCCCC1 | 1 | 1% | 1% | -16% | -24% | . | -14% | -9% | -17%

(list continues)
SMILES | RXFP1 antag | Pol eta inh | BLM inh | Tb PGK inh | POLB inh | APEX1 inh | Pol iota inh | Apoferritin bind | POLK inh
CCOc1ccc(-c2nnc(N)o2)cc1 | 8 | 10% | 1% | -4% | 28% | 0% | 0% | 8% | -7%
Cc1nn(C)c(Oc2cccc(C(F)(F)F)c2)c1C#N | 0 | -17% | -6% | -6% | ? | 2% | -4% | -13% | 2%
CC(NC(=O)COC(=O)c1ccc2c(c1)S(=O)(=O)N=C1CCCCCN12)C12CC3CC(CC(C3)C1)C2 (stereo not drawn) | -2 | -19% | 2% | -3% | 3% | 0% | 19% | -3% | -1%
CCN(CC)S(=O)(=O)c1ccc(OC)c(NC(=O)/C=C/c2ccco2)c1 | -3 | 79µM* | -18% | -10% | -21% | -10% | ? | 1% | -9%
CCN(CC)S(=O)(=O)c1ccc(S(=O)(=O)N(CC(=O)Nc2ccccc2)Cc2ccco2)cc1 | 10 | 1% | -15% | i | ? | ? | ? | -17% | -13%
CCN(Cc1ccccc1)C(=O)Cn1c(=O)cc(C)c2c(C)nn(-c3cccc(F)c3)c21 | -7 | -21% | -6% | 9% | -1% | . | 13% | 44%[activator] | -23%
CCC(CC)NC(=O)CCCSc1nc2ccccc2[nH]1 | -6 | -15% | -10% | i | 24% | -1% | 53%[activator] | -5% | 4%
Cc1cc(C)cc(NC(=O)CN2C(=O)CSc3ccc(S(=O)(=O)N4CCCC4)cc32)c1 | -20 | -6% | -13% | i | 13% | . | 18% | 3% | 2%
CCCCc1c(C)nn(-c2nnc3c4ccccc4n(C)c3n2)c1C | 8 | 11% | 0% | -1% | 14% | -1% | 12% | ? | -3%
CCC1(CC)C(=O)NC(=O)NC1=Nc1ccccc1 | -1 | -2% | 1% | 3% | 10% | -5% | ? | 1% | -7%
Clc1ccc(CN2C3=NCCCN3c3ccccc32)cc1Cl | -11 | -1% | -8% | ? | 1% | 2% | 33%[activator] | -10% | -3%
CCN(CC)S(=O)(=O)c1ccc(OC)c(NC(=O)c2ccc(-n3cncn3)c([N+](=O)[O-])c2)c1 | -3 | -18% | . | -10% | . | 4% | -10% | . | -8%
CNS(=O)(=O)c1cccc(C(=O)OCC(=O)/C=C2/N(C)c3ccccc3C2(C)C)c1 | -8 | ? | -16% | -7% | ? | 4% | ? | 70%[activator] | -19%
O=C(CSc1nncn1-c1ccccc1)c1c[nH]c2ccccc12 | 18 | -3% | -3% | 0% | 6% | 2% | 25% | -6% | -1%
COc1ccccc1N=NC1=C(O)CC(C)(C)CC1=O | -7 | -12% | 4% | -5% | 96% | -1% | 3% | -20% | -5%
CCCN1C(=O)C2(SC(NC(C)=O)=NN2C(C)=O)c2cc(C)ccc21 (stereo not drawn) | -9 | -3% | -3% | 6% | 2% | -6% | 93%[activator] | -10% | -2%
CCOCCCNC(=O)c1c(N)n(-c2ccc3c(c2)OCO3)c2nc3ccccc3nc12 | 10 | -12% | ? | -5% | 1% | 0% | 123%[activator] | 3% | -11%
Cc1cc(C)c(NC(=O)c2ccc[n+](Cc3ccc([N+](=O)[O-])cc3)c2)c(C)c1 | -1 | -3% | 0% | -1% | -21% | 3% | 158%[activator] | -6% | -13%
Cc1cc(C)nc(Nc2n[nH]c(-c3ccc(N)cc3)n2)n1 | -8 | -6% | 27% | -15% | 3% | -9% | -5% | -8% | -10%
O=c1[nH][nH]c(-c2ccccc2O)c1C(C[N+](=O)[O-])c1ccccc1 (stereo not drawn) | -3 | -14% | 1% | 0% | 0% | 1% | -9% | 6% | 1%
OC(CNCC1CCCO1)Cn1c2ccc(Cl)cc2c2cc(Cl)ccc21 (stereo not drawn) | ? | -1% | 79%[activator] | 4% | 5% | 5% | 8% | -13% | -7%

An excerpt from above in order of length of the SMILES, high to low.
SMILES | RXFP1 antag | Pol eta inh | BLM inh | Tb PGK inh | POLB inh | APEX1 inh | Pol iota inh | Apoferritin bind | POLK inh
Cc1cc(C)c(NC(=O)c2ccc[n+](Cc3ccc([N+](=O)[O-])cc3)c2)c(C)c1 | -1 | -3% | 0% | -1% | -21% | 3% | 158%[activator] | -6% | -13%
CCN(CC)S(=O)(=O)c1ccc(OC)c(NC(=O)/C=C/c2ccco2)c1 | -3 | 79µM* | -18% | -10% | -21% | -10% | ? | 1% | -9%
CCCCc1c(C)nn(-c2nnc3c4ccccc4n(C)c3n2)c1C | 8 | 11% | 0% | -1% | 14% | -1% | 12% | ? | -3%
O=C(CSc1nncn1-c1ccccc1)c1c[nH]c2ccccc12 | 18 | -3% | -3% | 0% | 6% | 2% | 25% | -6% | -1%
Cc1nn(C)c(Oc2cccc(C(F)(F)F)c2)c1C#N | 0 | -17% | -6% | -6% | ? | 2% | -4% | -13% | 2%
COc1ccccc1N=NC1=C(O)CC(C)(C)CC1=O | -7 | -12% | 4% | -5% | 96% | -1% | 3% | -20% | -5%
CCC1(CC)C(=O)NC(=O)NC1=Nc1ccccc1 | -1 | -2% | 1% | 3% | 10% | -5% | ? | 1% | -7%
